# ST2 IL33 inh = inhibitors of human ST2 (IL1RL1) binding to IL-33, primary screen, biochemical, AlphaLISA; Interleukin-1 receptor-like 1 (Homo sapiens), Q01638; AlphaLISA ST2-Fc/biotin-IL-33 interaction, 1 h; inhibition, % for hits at 17 µM; hit rate 2.3% among 78,000; AID 1259354, 2018; in the data active = inhibition above about 30%; inconclusive = mostly about 10% to 28%
# Target sequence (Q01638 whole entry, looked up): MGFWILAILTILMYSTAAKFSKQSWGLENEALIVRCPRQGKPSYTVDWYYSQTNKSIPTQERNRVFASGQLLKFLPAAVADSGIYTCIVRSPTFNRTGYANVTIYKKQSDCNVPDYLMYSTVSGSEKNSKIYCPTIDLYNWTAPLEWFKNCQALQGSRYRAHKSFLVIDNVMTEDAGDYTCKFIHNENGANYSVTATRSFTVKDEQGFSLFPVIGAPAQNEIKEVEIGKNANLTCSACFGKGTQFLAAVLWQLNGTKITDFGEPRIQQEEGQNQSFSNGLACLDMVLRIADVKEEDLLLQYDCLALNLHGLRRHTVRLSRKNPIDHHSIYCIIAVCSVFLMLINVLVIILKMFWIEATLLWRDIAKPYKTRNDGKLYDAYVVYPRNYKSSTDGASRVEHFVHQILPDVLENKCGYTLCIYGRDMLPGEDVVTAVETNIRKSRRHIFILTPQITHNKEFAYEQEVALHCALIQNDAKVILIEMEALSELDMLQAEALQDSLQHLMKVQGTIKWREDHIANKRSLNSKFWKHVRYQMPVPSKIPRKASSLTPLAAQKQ
# The depositor's hits bear a star; i = inactive; u = inconclusive. Some of the compounds tested; count on the stated rates, not on these rows.
SMILES,ST2 IL33 inh
CC(C)(C)S(=O)(=O)c1ccc(N)nc1,i
COc1ccc(-n2ncc3c(NCc4ccccn4)ncnc32)cc1,u
CC(O)C(=O)NCc1ccc2[nH]c3c(c2c1)CCCCCC3 (stereo unspecified),u
O=C(NCc1n[nH]c2c1CCCCC2)c1ccc(=O)[nH]c1,i
O=C(NC[C@H]1O[C@@H](CO)[C@@H](O)[C@H]1N1CCN(c2ccccn2)CC1)Nc1ccc(F)cc1F,u
CC(=O)N1CCN(Cc2nc3c(C)c(C)ccc3[nH]2)CC1,i
Cn1c(=O)cc(SCC(=O)NCc2cccs2)c2ccc(Cl)cc21,i
CC(C)(C)S(=O)(=O)c1cccs1,i
COc1cccc2cc(C(=O)Nc3ccccc3C)c(=N)oc12,u
Cc1cc(=O)oc2cc(CN3CC[C@@H](c4ccc(F)cc4)[C@H](O)C3)ccc12,i
CN(Cc1ccc(Oc2ccccc2)cc1)Cc1cc2n(n1)CCNC2,i
O=C1CCC(C(=O)N2CCC3(CCCN(CCC4CCCCC4)C3)C2)=NN1 (stereo unspecified),i
O=C(Nc1ccncc1)c1ccc(Cl)cc1Cl,i
CCOC(=O)c1cnc2c(ccc3ccccc32)c1NCc1ccco1,i
C=CCNC(=O)/C(=C/c1ccc2c(c1)OCO2)NC(=O)c1ccco1,i
O=C(c1ccncc1)N1C[C@@H]2C[C@H](C1)c1ccc(-c3ccccc3CN3CCOCC3)c(=O)n1C2,i
CCn1c(CC2CCNCC2)nn(Cc2cc(=O)n3ccc(C)cc3n2)c1=O,i
CCC(=O)N1c2ccc(S(=O)(=O)NCCOC)cc2CC1C (stereo unspecified),i
CCN1CCN(C(c2ccc(Cl)cc2)c2sc3nc(C)nn3c2O)CC1 (stereo unspecified),i
CC12OC(=N)C(C#N)(C1c1ccccc1)C(C#N)(C#N)C(c1ccccc1)O2 (stereo unspecified),u
CCOc1ccc(NC(=O)Nc2ccc(Cl)cc2)cc1,u
CN1CCN(CCCCSc2ccc(Cl)cc2)CC1,i
COc1ccc(C(=O)Nc2c3c(nn2C(C)(C)C)CSC3)cc1,i
CCOc1ccc(-n2c(SC(C)C)nc3c(c2=O)SCC3)cc1,i
Cn1cc(S(=O)(=O)CC(=O)Nc2ccc3c(c2)OCCO3)c2ccccc21,i
O=C(NC1CC1)c1ccc2c(c1)N(Cc1cccc(Cl)c1)C(=O)CS2,i
COc1ccc(C2(CNC(=O)c3ccc(OC)c([N+](=O)[O-])c3)CCCC2)cc1OC,i
COC(=O)[C@@H]1C[C@@H](N(C)C)CN1S(=O)(=O)c1ccccc1OC,i
COc1cccc(O)c1CN1CCC2(CCN(C)C2)CC1,i
c1ccc2c(Nc3ccc4c(c3)OCO4)c3c(nc2c1)CCC3,i
O=C1C2CC=C(Cl)CC2C(=O)N1CCCN1CCOCC1 (stereo unspecified),i
Clc1ccc2[nH]c3c(c2c1)CN(Cc1ccccc1)CC3,i
Cc1cc(C)cc(-n2nc3c(c2NC(=O)c2ccc(S(=O)(=O)N(C)C)cc2)CSC3)c1,i
N#Cc1c2n(c3c(=O)n(CC(=O)c4ccccc4)cnc13)CCCCC2,i
Cc1nc2c(C(=O)NCCN(C)C)cnn2c(C)c1Cc1c(F)cccc1Cl,i
CC(=O)c1c(C)nc2ccccn12,i
CC(C)NC(=O)c1ccccc1NC(=O)CN(c1cccc([N+](=O)[O-])c1)S(C)(=O)=O,u
COc1ccc(Br)cc1S(=O)(=O)N1CC(C)OC(C)C1 (stereo unspecified),i
O=C(COc1ccc(Cl)cc1)Nc1cccc(-c2nc3ncccc3o2)c1,i
CC(=O)Nc1cc(S(=O)(=O)Nc2ccccc2)ccc1C,i
Cc1sc(S(C)(=O)=O)c(C(=O)O)c1Br,i
CCOC(=O)N1CCC(N2CCC3(CC2)C(=O)N(CCN(C)C)C(=O)N3CC)CC1,i
CCCCC(=O)N1c2ccccc2C(Nc2ccccc2)CC1C (stereo unspecified),u
Cn1ccnc1SCCNC(=O)c1cn(CC2CCCCC2)nn1,i
CCn1c(C(=O)O)c(CC(=O)Nc2ccc3c(c2)OCO3)c2ccccc21,i
O=C(C1CCCc2c1[nH]c1ccccc21)N1Cc2cnn(CCO)c2C1 (stereo unspecified),u
O=C(CCN1C(=O)C2C3C=CC(C3)C2C1=O)Nc1ccc(Cl)cc1 (stereo unspecified),i
COc1ccccc1OCC(=O)NC1CC(C)(C)Cc2c1cnn2-c1cccc(F)c1 (stereo unspecified),u
CC(=O)Nc1ccc(S(=O)(=O)Nc2cccc(C)c2)cc1,i
COc1ccc(N2C(=O)C3CCCN3C2c2ccc(N(C)C)cc2)cc1Cl (stereo unspecified),u
CC(C)(C)c1csc(NC(=O)COc2ccccc2)n1,u
COc1cc2c(cc1OC)C(C(=O)N1CCOCC1)C(c1ccc(SC)cc1)N(C)C2=O (stereo unspecified),i
COc1ccccc1Nc1ncnc2nc[nH]c12,i
Cc1ccc(-c2cc(N3CCN(S(=O)(=O)c4cccc(Cl)c4)CC3)ncn2)cc1,i
Nc1ccc2[nH]c3ccccc3c2c1,66.0%*
COc1ccc(OC)c(N2C(=O)C3CCCCC3C2=O)c1 (stereo unspecified),i
Cc1ccccc1OCCC(=O)Nc1ccc(F)c(Cl)c1,i
CC(C)Oc1ccc(C=NCC2(c3ccccc3)CCOCC2)cc1,i
CC(=O)c1ccc(NC(=O)O[C@@H]2CO[C@H]3[C@@H]2OC[C@@H]3NC(=S)Nc2ccc(Cl)cc2)cc1,i
CCc1ccccc1OCCN(C)C(=O)[C@H](C)NC(C)=O,i

# Going on with the list:
SMILES,ST2 IL33 inh
COc1ccc2c(c1)CCc1c(C(=O)N(C)c3ccccc3)noc1-2,i
Nc1ccc2ncnc3c2c1C(=O)c1ccccc1-3,u
Cc1cccc(C)c1OCC(O)CN1CCN(c2ccc(F)cc2)CC1 (stereo unspecified),i
O=C(NCc1ccccc1)c1noc2c1CCCCC2,u
COC(=O)c1ccccc1-c1ccc(-c2nc3sc4c(c3c(=O)[nH]2)CCCC4)o1,i
CCCn1cnc2c(cnn2-c2ccc(F)cc2)c1=O,i
COc1ccc(S(=O)(=O)Cc2ccc(C(=O)NC3CCCCC3)o2)cc1,i
Cc1cc(Br)ccc1OCC(=O)NCC1CCCO1 (stereo unspecified),i
c1ccc(Nc2n[nH]nc2-c2ccccc2)cc1,i
O=C(NCCCN1CCOCC1)c1ccc2c(c1)N(Cc1c(F)cccc1Cl)C(=O)CS2,i
Cc1ccc(O)c(CNc2nc3ccccc3n2C)c1,u
CCOC(=O)Nc1ccc2c(c1)N(C(C)=O)c1ccccc1CC2,i
OCC#Cc1ccc(CN2CCC3(CCOCC3)CC2)cc1,i
CN(CCCc1nccn1C)Cc1cc2n(n1)CCCNC2,u
C#Cc1cccc(C(=O)N(C)CCOc2ccccc2CC)c1,u
CCC(C(=O)NC1CCC(n2cnnc2)CC1)n1cccn1 (stereo unspecified),u
O=C(c1ccc(Br)o1)N1CCCc2ccccc21,i
CCN(C/C=C/c1ccccc1)C(=O)c1c(C)nn(CC)c1C,i
Cc1nnsc1C(=O)NC(C)c1cnn(-c2cccc3ccccc23)c1C (stereo unspecified),i
CN1CCC(N2CC[C@H](c3nc4ccccc4s3)C2)CC1,i
CCN(CC)C(=NS(=O)(=O)c1ccc(C)cc1)c1ccc(F)cc1,i
CCOC(=O)c1sc2nc(C)nc(N3CCCC(C)C3)c2c1C (stereo unspecified),i
COc1ccc(OC)c(CNC(=O)Nc2nc(C)ns2)c1,u
O=C1NC(=O)C(=Cc2cccn2-c2ccc(Cl)cc2)C(=O)N1,u
CCC(=NCc1ccco1)c1c(C(F)(F)F)[nH]n(-c2nc3ccccc3s2)c1=O,i
CN1C(=O)CC(CC(=O)N2CCC(N3CCSCC3)CC2)(c2ccc(-c3ccccc3)cc2)C1=O (stereo unspecified),i
Nc1nnc(Cc2ccccc2)s1,i
CCO[C@H]1COC[C@@H]1NC(=O)Cc1nc(C)sc1C,i
O=CN1CCN(Cc2cc(F)ccc2F)CC1,i
CCCCC1C=CCN1C(=O)C1=NNC(=O)CC1 (stereo unspecified),i
COC(=O)[C@H](NC(=O)[C@@H]1[C@@H](NC(=O)NC(C)C)CCN1C(=O)c1cccn1C)C(C)C,i
O=C(Nc1ccc(OC(F)(F)F)cc1)C1CCN(S(=O)(=O)c2cccs2)CC1,i
Nc1ccc(-c2nnc3n2CCCCC3)cc1,i
CCOCCCNC(=O)c1oc2ccc(S(=O)(=O)N3CCOCC3)cc2c1C,i
Cc1ncc2c(c1CNC(=O)c1ccc3c(c1)OCO3)CCN(C(=O)c1cc3ccccc3n1C)C2,i
c1csc(CN2CC[C@H](c3nnc(-c4ccncc4)o3)C2)c1,i
CN(C)CCSc1nc2ccccc2n1CCc1ccccc1,i
CN(CCCNC(=O)c1cc2cc3ccc(Cl)cc3nc2o1)Cc1ccccc1,i
Cc1ccc(S(=O)(=O)N2CCN(c3nc(C)cc(N4CCCCC4)n3)CC2)cc1,i
Oc1ccccc1C(O)(c1ccccc1)c1ccccc1,i
CC(O)(CC#N)c1ccccc1 (stereo unspecified),i
Cc1cccc(N2C(=O)c3cc4ccccc4cc3C2=O)c1,i
O=C1CCCC2=C1C(c1ccco1)Nc1ccccc1N2 (stereo unspecified),u
Nc1ccc2nc(C(O)C(O)c3nc4ccc(N)cc4[nH]3)[nH]c2c1 (stereo unspecified),u
CC(=O)c1ccc(C(=O)N2CCCC(Nc3ccc(C(C)C)cc3)C2)s1 (stereo unspecified),u
CCOC(=O)C1(CCCc2ccccc2)CCCN(C(=O)c2ccsc2)C1 (stereo unspecified),i
COc1ccc(S(=O)(=O)NC(C)C)cc1OC,i
CC(C)(C)c1ccc2c(c1)N(CC(=O)O)C(=O)CO2,i
Cc1ncc(C)c(-c2cccc(OC(C)C)c2)n1,u
CCc1nc(NCC(C)C)c(C#N)c2c1CCCC2,i
O=C1CN(C(=O)c2nn(CCCc3ccccc3)c3c2CN(C(=O)CC2=CCCCC2)CC3)CCN1,u
Cc1cc(C)c(C)c(C(=O)O)c1C,i
Cc1ccc(N(CC(=O)N2CCC(=O)NCC2C)S(C)(=O)=O)cc1 (stereo unspecified),i
CCC(C)N(CC#Cc1ccccc1)C(=O)CC1=CCNCC1 (stereo unspecified),i
O=C(CCC1CCN(Cc2cnn(-c3ccccc3)c2)CC1)Nc1ccccc1Cl,u
COc1cccc2c(Nc3cccc(Cl)c3C)cc(C)nc12,u
Cc1oc(-c2ccc(Cl)cc2)nc1CSCC(=O)N1CCCCCC1,i
Cc1ccc(NC(=O)CC(=O)N[C@H](CO)Cc2ccccc2)c(C)c1,i
CCOc1c(Nc2cc(C)ccc2C)c(=O)c1=O,i
Cc1nnc(NC(=O)CCN2C(=O)CCC2=O)s1,i

# (listing goes on)
SMILES,ST2 IL33 inh
Cc1cc2c(c(=O)o1)C(c1ccccc1F)C(C#N)=C(N)O2 (stereo unspecified),i
Cc1ccc(OCC(=O)Nc2cccc(NC(=O)c3cccs3)c2)cc1C,i
CCOC(=O)C1(Cc2cccc(OC)c2)CCCN(C(=O)CCN2CCCCO2)C1 (stereo unspecified),i
Cc1[nH]nc2c1C(c1cccc(Br)c1)CC(=O)N2 (stereo unspecified),u
COCCN1CCCC(O)(CN2CCC(C(N)=O)CC2)C1=O (stereo unspecified),i
CCCCSc1nnc2c(n1)OC(c1ccsc1)N(C(C)=O)c1ccccc1-2 (stereo unspecified),i
CC1(C)CC(NC2CC(C)(C)NC(C)(C)C2)CC(C)(C)N1,i
COc1cccc(NC(=O)CSc2nc3c(sc4ccccc43)c(=O)n2CCN(C)C)c1,u
Cc1nc(C(C)C)cc(N2CCC(C(O)c3nccn3C)CC2)n1 (stereo unspecified),i
CCC(CC)C(=O)NC[C@H]1O[C@@H](CC(=O)N2CCN(c3ccccc3OC)CC2)[C@H](O)[C@@H]1O,u
OCCC1CN(Cc2cc3ccccc3o2)CCN1Cc1ccsc1 (stereo unspecified),i
C=CCSc1nnc2c(n1)[nH]c1ccccc12,u
C=CCn1cc(CN2CCC(c3nc(-c4ccccc4)no3)CC2)c(C)n1,i
Clc1ccc(-c2noc([C@@H]3Cc4nc[nH]c4CN3Cc3cccs3)n2)cc1,30.0%*
O=C(C1CNCCN1C(=O)CCc1cc(Cl)no1)N1CCOCC1 (stereo unspecified),i
O=c1cc(-c2ccc(O)cc2)oc2ccccc12,i
COCC(=O)Nc1c(C(=O)Nc2cccc(F)c2)oc2ccccc12,i
O=C(Nc1ccccc1F)C1CCN(S(=O)(=O)c2cccs2)CC1,i

# 20 structures already listed, ordered by molar mass, ascending:
SMILES,ST2 IL33 inh
O=c1cc(-c2ccc(O)cc2)oc2ccccc12,i
C=CCSc1nnc2c(n1)[nH]c1ccccc12,u
CCOc1c(Nc2cc(C)ccc2C)c(=O)c1=O,i
Cc1nnc(NC(=O)CCN2C(=O)CCC2=O)s1,i
Cc1cc2c(c(=O)o1)C(c1ccccc1F)C(C#N)=C(N)O2 (stereo unspecified),i
Cc1[nH]nc2c1C(c1cccc(Br)c1)CC(=O)N2 (stereo unspecified),u
COCCN1CCCC(O)(CN2CCC(C(N)=O)CC2)C1=O (stereo unspecified),i
Cc1nc(C(C)C)cc(N2CCC(C(O)c3nccn3C)CC2)n1 (stereo unspecified),i
Cc1ccc(NC(=O)CC(=O)N[C@H](CO)Cc2ccccc2)c(C)c1,i
COCC(=O)Nc1c(C(=O)Nc2cccc(F)c2)oc2ccccc12,i
OCCC1CN(Cc2cc3ccccc3o2)CCN1Cc1ccsc1 (stereo unspecified),i
O=C(C1CNCCN1C(=O)CCc1cc(Cl)no1)N1CCOCC1 (stereo unspecified),i
C=CCn1cc(CN2CCC(c3nc(-c4ccccc4)no3)CC2)c(C)n1,i
O=C(Nc1ccccc1F)C1CCN(S(=O)(=O)c2cccs2)CC1,i
Cc1oc(-c2ccc(Cl)cc2)nc1CSCC(=O)N1CCCCCC1,i
Cc1ccc(OCC(=O)Nc2cccc(NC(=O)c3cccs3)c2)cc1C,i
Clc1ccc(-c2noc([C@@H]3Cc4nc[nH]c4CN3Cc3cccs3)n2)cc1,30.0%*
CCOC(=O)C1(Cc2cccc(OC)c2)CCCN(C(=O)CCN2CCCCO2)C1 (stereo unspecified),i
CCC(CC)C(=O)NC[C@H]1O[C@@H](CC(=O)N2CCN(c3ccccc3OC)CC2)[C@H](O)[C@@H]1O,u
COc1cccc(NC(=O)CSc2nc3c(sc4ccccc43)c(=O)n2CCN(C)C)c1,u

# Screening results as filed in PubChem.
